Assay outcomes deposited in PubChem BioAssay by several laboratories.
LAP4-GFP MLPCN: modulators of LAP4-GFP expression in yeast, primary screen, S. cerevisiae, multiplex flow cytometry, MLPCN library; hit rate 0.34% among 320,000; 3 h; median GFP as percent of DMSO wells; AID 2023, 2009; GFP response vs DMSO, % at 10 µM;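 active = GFP response vs DMSO above a set limit, about the screen mean plus 3 SD, cut at about 150% in these data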
CIT2 TOR yeast: modulators of CIT2-GFP expression in yeast, primary screen, S. cerevisiae, GFP fusion, multiplex flow cytometry, MLPCN library; hit rate 0.065% among 320,000; S. cerevisiae CIT2-GFP strain, 3 h; 100 means same as DMSO wells; AID 2029, 2009; GFP response vs DMSO, % at 10 µM;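 active = GFP response relative to DMSO above a set limit, near the screen mean plus 3 SD, cut at about 150% in these data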;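 also: ratio of well median GFP fluorescence to mean of DMSO wells on the plate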
GRK2 inh: compounds blocking aptamer binding on GRK2 – biochemical, human GRK2, bead flow cytometry, HTS, primary screen | FAM-aptamer displacement from GRK2 | inhibition of aptamer binding, % at 10 µM | hit rate 0.59% among 330,000 | AID 488847, 2010;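 active = inhibition of aptamer binding above 40%, roughly 3 SD of noise, on plates passing a quality check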;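 also: median bead fluorescence of bound FAM aptamer so fluorescent compounds give negative values; no value below 0 was filed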
Target sequence (P25098 whole entry, looked up): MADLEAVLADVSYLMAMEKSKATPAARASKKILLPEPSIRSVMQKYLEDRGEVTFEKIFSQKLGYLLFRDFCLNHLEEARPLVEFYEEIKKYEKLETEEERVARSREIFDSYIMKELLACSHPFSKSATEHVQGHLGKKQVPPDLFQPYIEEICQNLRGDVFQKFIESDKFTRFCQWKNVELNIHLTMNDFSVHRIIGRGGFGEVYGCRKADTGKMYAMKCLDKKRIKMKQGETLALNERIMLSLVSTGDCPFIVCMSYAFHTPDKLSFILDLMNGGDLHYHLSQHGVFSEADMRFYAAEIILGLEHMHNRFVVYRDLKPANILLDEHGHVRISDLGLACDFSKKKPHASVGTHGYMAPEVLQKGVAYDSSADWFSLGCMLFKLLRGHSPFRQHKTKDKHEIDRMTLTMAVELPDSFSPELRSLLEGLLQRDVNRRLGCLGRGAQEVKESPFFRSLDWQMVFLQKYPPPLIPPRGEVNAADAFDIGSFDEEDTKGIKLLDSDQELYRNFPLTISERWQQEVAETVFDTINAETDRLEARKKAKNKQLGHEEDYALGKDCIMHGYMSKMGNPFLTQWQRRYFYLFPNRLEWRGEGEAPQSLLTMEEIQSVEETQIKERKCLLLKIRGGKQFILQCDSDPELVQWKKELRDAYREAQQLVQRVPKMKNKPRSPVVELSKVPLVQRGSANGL
VLA-4 inh: inhibition in human VLA-4 binding assay, primary screen, VLA-4 allosteric modulator project, MLPCN library, flow cytometry, VLA-4 expressing cells; Integrin alpha-4 (Homo sapiens), P13612; ligand binding flow cytometry; inhibition, % (about 7 µM as worked out from the volumes in the protocol); hit rate 0.2% among 330,000; in the data active = inhibition above about 50%
GASC-1 inh: inhibitors of GASC-1 histone demethylase, primary screen, biochemical, fluorescence, DELFIA europium; GST-JMJD2C(1-420) H3K9me3 demethylation; inhibition, % at 2.35 µM; hit rate 0.069% among 330,000; AID 2099, 2009;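 active = more than half of a compound's replicate wells show inhibition beyond 50%, single wells judged on their own value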;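 also: signal counts dimethyl H3K9 product captured on neutravidin plate; 0% = median of DMSO wells and 100% = 0.3 times that DMSO median; strong numbers were not always called active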
RPL19A TOR yeast: RPL19A-GFP expression modulators in yeast, primary screen, cell-based, S. cerevisiae, multiplex flow cytometry, MLPCN; S. cerevisiae RPL19A-GFP strain, 3 h; stronger effect = lower value; percent response vs DMSO, % at 10 µM; hit rate 0.3% among 330,000; AID 2025, 2009;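 active = percent response vs DMSO below 50%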;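 also: median channel GFP fluorescence of the barcoded RPL19A-GFP strain; ratio of sample median GFP to plate DMSO average so 100% = DMSO; lower means less RPL19A-GFP as with rapamycin TOR inhibition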
AGP1 TOR yeast: modulators of AGP1-GFP expression in yeast TOR pathway, primary screen, cell-based, multiplex flow cytometry, S. cerevisiae, MLPCN library; 3 h; GFP as percent of DMSO wells; GFP response vs DMSO, % at 10 µM; hit rate 0.02% among 320,000; AID 2066, 2009;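 active = GFP response relative to DMSO above a set limit, near screen average plus 3 SD, cut at about 150% in these data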;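 also: median GFP channel fluorescence of the gated AGP1 strain per well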
MEP2 TOR yeast: modulators of MEP2-GFP levels in yeast, primary screen, S. cerevisiae, multiplex flow cytometry, MLPCN library. S. cerevisiae MEP2-GFP strain, 3 h; 100% = DMSO control level. hit rate 0.51% among 330,000. GFP response vs DMSO, % at 10 µM;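 active = GFP response versus DMSO above a set limit, roughly screen mean plus 3 SD, cut at about 180% in these data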;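 also: median GFP fluorescence of the barcode-gated MEP2-GFP cells per well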
Active calls of the source: *; i = inactive; · = not tested or not shown.

Values run as follows: LAP4-GFP MLPCN, CIT2 TOR yeast, GRK2 inh, VLA-4 inh, GASC-1 inh, RPL19A TOR yeast, AGP1 TOR yeast, MEP2 TOR yeast
Cc1cccc(N(CC(=O)Nc2c(C)n(C)n(-c3ccccc3)c2=O)S(C)(=O)=O)c1
 : 94, 105, 0, 0, 3, 96, 100, 96
CCOCCc1nnc(NC(=O)Cc2ccccc2)s1
 : 102, 104, 0, 0, -2, 100, 110, 100
N#CCn1cnc2c(oc3ccccc32)c1=O
 : 111, 104, 1, 28, 3, 107, 108, 99
Cc1c2cnn(CC(=O)N3CCN(c4ncccn4)CC3)c(=O)c2c(C)n1Cc1ccc(F)cc1
 : 95, 91, 0, -1, -1, 100, 99, 96
CCOc1ccccc1NC(=O)N1CCc2ccccc2C1
 : 82, 113, 0, 9, 61, 111, 93, 103
C/C(Cc1ccccc1)=N\NC(=O)CNC(=O)Cc1ccc(Cl)cc1
 : ·, ·, 3, 1, -22, 102, ·, 109
O=C(O)Cc1ccc2ccc3ccccc3c2c1
 : 158*, 95, 0, 3, -5, 76, 112, 101
COc1ccc(NC(=O)C(F)(OC)C(F)(F)F)c(OC)c1 (stereo not drawn)
 : 92, 102, 0, -19, -4, 100, 100, 99
O=C(CNCc1ccccc1Cl)Nc1ccc2c(c1)OCCO2
 : 106, 107, 0, 10, -3, 95, 103, 93
Cc1cc(C(=O)OCC(=O)Nc2nccs2)c2ccccc2n1
 : 109, 110, 0, 1, -5, 107, 112, 109
Cc1cc(C)c(S(=O)(=O)N(C)CC(=O)NC2CCCC2)c(C)c1
 : 98, 95, 0, 13, -1, 108, 103, 102
NC(=O)C1(c2ccccc2)CCCN1C(=O)c1ccc(Br)cc1 (stereo not drawn)
 : 99, 97, 0, -1, -2, 101, 104, 95
Cc1cc(C)n2nc(Cc3ccccc3)nc2n1
 : 109, 106, 0, -7, 17, 100, ·, 97
CCOc1ccc(NC(=O)c2nsc(Cl)c2Cl)cc1
 : 111, 76, 2, 5, -10, 89, 90, 94
CC(C(=O)N=c1sc2ccccc2n1C)N1C(=O)C2CC=CCC2C1=O (stereo not drawn)
 : 98, 91, 1, -2, -16, 95, 97, 93
CCN(CC)c1ccc(NS(=O)(=O)c2ccc(-c3ccc(=O)[nH]n3)o2)c(C)c1
 : 94, 98, 12, 8, -4, 96, 100, 100
CC1(C)Cc2ccccc2-c2nnc(SCC(=O)N3CCN(c4ccccc4)CC3)n21
 : 101, 90, 8, 14, 5, 96, 99, 103
O=C(NCc1ccncc1)C(=O)NCc1ccco1
 : 99, 104, 0, -2, -4, 110, 104, 105
COCCNC(=O)c1cc(-c2ccccc2OC)on1
 : 111, 97, 3, -4, 9, 101, 99, 105
CCCSCCCNC(=O)CN1C(=O)COc2ccc(S(=O)(=O)N3CCCC3)cc21
 : 93, 111, 0, -8, -12, 108, 103, 102
CC1CCN(C(=O)c2ccc3ccccc3c2)CC1
 : 77, 95, 2, -25, -1, 100, 92, 89
O=C(CN1CCN(c2ccccn2)CC1)Nc1cccc(C(F)(F)F)c1
 : 99, 97, 3, 8, -14, 97, ·, 99
O=c1cc(-c2ccccc2)c2cc(Cl)c(O)c(CN3CCOCC3)c2o1
 : 81, 91, 0, -5, -21, 104, 93, 102
COc1ccccc1NS(=O)(=O)c1cccc(C(=O)NN=C2CCCCCC2)c1
 : 99, 104, 2, 32, 6, 106, 103, 107
CC(=O)NC(CC(=O)OCC(=O)c1c(N)n(C)c(=O)n(C)c1=O)c1ccccc1 (stereo not drawn)
 : 97, ·, 3, 11, -12, 99, 102, 103
CNS(=O)(=O)c1cccc(C(=O)OCC(=O)/C=C2/N(C)c3ccccc3C2(C)C)c1
 : 102, 111, 0, i, -3, 105, 100, 101
COc1cccc(N2C(=O)C3ON(c4ccccc4)C(c4cccs4)C3C2=O)c1 (stereo not drawn)
 : 94, 99, 0, -14, -1, 100, 103, 95
COCCn1c(N2CCN(c3ccccc3)CC2)nc2c1c(=O)n(C)c(=O)n2C
 : 108, 103, 1, 8, 13, 97, 102, 102
CCN(CC)S(=O)(=O)c1ccc2c(c1)NC(=O)C1CCCN21 (stereo not drawn)
 : 94, 113, 6, 0, 3, 106, 106, 110
O=C(CCCN1C(=O)c2ccccc2C1=O)Nc1cccnc1
 : 99, 107, 1, 1, -28, 98, 102, 104
O=C(COC(=O)c1ccc(S(=O)(=O)N2CCCC2)cc1)Nc1ccc(N2CCOCC2)cc1
 : 105, 99, 6, 4, -5, 103, 109, 104
CCOC(=O)C1CCN(C(=O)c2ccc(Cl)c(S(=O)(=O)N3CCOCC3)c2)CC1
 : 99, 98, 5, -2, -17, 96, 100, 96
Cn1nc(C(C)(C)C)cc1C(=O)NNC(=O)c1ccc(C(F)(F)F)cc1
 : 102, 91, 1, 11, 3, 96, 98, 98
COC(=O)CCC(=O)N1CCOCCOCCN(C(=O)CCC(=O)OC)CCOCCOCC1
 : 116, 113, 0, 19, 44, 111, 114, 110
CNC(=S)Nc1ccc2nc(C)oc2c1
 : 99, 98, 0, 4, 9, 100, 104, 106
CN(Cc1ccc(OC(F)F)cc1)C(=O)c1ccc(S(=O)(=O)N(C)c2ccccc2)cc1
 : 100, 98, 0, 5, 1, 100, 101, 105
O=C(CSc1ncccn1)NNC(=O)c1ccccc1
 : 88, 108, 2, 4, 2, 116, 97, 108
COCCNC(C(=O)Nc1ccc([N+](=O)[O-])cc1Br)c1ccccc1 (stereo not drawn)
 : 104, 103, 0, 22, 20, 103, 103, 105
O=C(NCCCN1CCN(c2ccccc2)CC1)Nc1ccccc1C(F)(F)F
 : 93, 90, 0, 22, 7, 101, 96, 95
CCC(Sc1nccn1C)C(=O)Nc1cccc2ccccc12 (stereo not drawn)
 : 100, 101, 0, -5, 6, 97, 107, 101
CCOC(=O)C1=C(C)NC(=O)C(C(N)=O)C1c1ccccc1 (stereo not drawn)
 : 99, 94, 2, 4, 13, 99, 99, 108
O=C(COc1ccccc1)N/N=C/c1cc2c(cc1[N+](=O)[O-])OCO2
 : 95, 94, 0, 2, 1, 93, 96, 95
COC(=O)c1ccc(NC(=S)NCC2CC2)cc1
 : 91, 92, 0, 9, -1, 95, 91, 96
CC1CCN(CC(=O)Nc2ccc(C(=O)N3CCCCC3)cc2)CC1
 : 91, 99, 0, 12, 1, 94, 98, 95
Cc1nc(NCc2ccccc2)c2cc[nH]c2n1
 : 92, 110, 0, 6, -10, 108, 104, 108
O=c1c2sccc2n(Cc2ccc(F)cc2)c(=O)n1-c1ccc(F)cc1
 : 85, 93, 1, 28, 7, 105, 96, 103
O=C(NCCN1CCOCC1)c1cc2n(n1)C(C(F)(F)F)CC(c1ccc(F)cc1)N2 (stereo not drawn)
 : 90, 108, 0, 5, -8, 99, 100, 97
S=C(NCc1ccc(Cl)cc1)Nc1ccc(Cl)cc1Cl
 : 105, 98, 0, -2, 0, 103, 102, 99
CCOC(=O)/C=C(/C)N1N=C(c2ccc(OC)cc2)CC1c1cccc([N+](=O)[O-])c1 (stereo not drawn)
 : 109, 97, 4, 32, 4, 103, 101, 108
CCC(=O)c1ccccc1OCCCn1cncn1
 : 97, 97, 0, -5, -4, 102, 100, 99
CCOc1cc(C2CC(=O)NC(SCC)=C2C#N)ccc1O (stereo not drawn)
 : 112, 100, 0, 41, 2, 100, 102, 94
Cc1cc2nc(C(F)(F)F)cc(-c3cccs3)n2n1
 : 83, 94, 2, 0, 1, 97, 89, 97
O=C1[C@@H]2C(c3cccnc3)=NO[C@@H]2C(=O)N1c1ccc(Cl)cc1Cl
 : 120, 107, 4, 5, 0, 98, 112, 102
Cc1ccc(CNC(=O)c2ccc(N3CCC4(CC3)CC(c3ccccc3)=NO4)c(NC(=O)c3c(Cl)cccc3Cl)c2)cc1
 : 138, 118, 3, 18, -4, 100, 93, 98
O=C(CN1C(=O)C2C3C=CC(C4CC34)C2C1=O)OCC(=O)c1ccccc1 (stereo not drawn)
 : 93, 100, 0, 43, -4, 101, 97, 101
COc1ccc(C(=O)NNC(=O)c2ccc(C)cc2)cc1S(=O)(=O)N1CCCC1
 : 103, 94, 0, 15, 7, 94, 94, 92
Cc1c(O)cc2c(c1O)C(=O)CC(c1ccc(O)cc1)O2 (stereo not drawn)
 : 95, 88, 0, 28, -2, 96, 90, 104
Cc1ccc(NC(=O)C2C3C=CC4(CN(Cc5cccnc5)C(=O)C24)O3)cc1 (stereo not drawn)
 : 103, 107, 2, 11, 5, 101, 104, 97
CC(C)(C)OC(=O)C[C@H]1C/C=C\C[C@@H](CC(=O)N(CCO)Cc2ccccc2)C(=O)NC[C@H](c2ccccc2)OC1=O
 : 84, 93, 4, 7, 3, 94, 90, 86
O=C(N/C(=C\c1ccccc1)C(=O)N1CCCCCC1)c1ccccc1
 : 99, 90, 0, 2, 20, 95, 100, 96

(cont.)
Values run as follows: LAP4-GFP MLPCN, CIT2 TOR yeast, GRK2 inh, VLA-4 inh, GASC-1 inh, RPL19A TOR yeast, AGP1 TOR yeast, MEP2 TOR yeast
CCCn1c(-c2ccncc2)n[nH]c1=S
 : 104, 95, 0, 9, -11, 96, 99, 91
O=c1cc(O)nc(-c2ccc(Cl)cc2)s1
 : 102, 98, 0, 20, -9, 94, 102, 98
Cc1ccc(NC(=O)COC(=O)CSCC(=O)Nc2cc(C)on2)c(C)c1
 : 105, 108, 3, 32, 1, 107, 107, 110
CCOC(=O)C(CCSC)NC(=O)CN (stereo not drawn)
 : 93, 105, 0, 8, -4, 98, 100, 97
COc1cccc2cc(C(=O)CS(=O)(=O)c3ccc(C(C)(C)C)cc3)c(=O)oc12
 : 95, 93, 5, 8, 2, 94, 95, 93
Cc1ccc(C(=O)c2ccccc2C(=O)OCC(=O)N2CC(C)CC(C)C2)cc1 (stereo not drawn)
 : 83, 96, 5, 5, 8, 92, 92, 87
CC(C)(C)NC(=O)CN(Cc1cccs1)C(=O)CCN1CCc2ccccc21
 : 97, 109, 0, -1, -7, 106, 101, 119

LAP4-GFP MLPCN, hit marks shown above
Values run as follows: LAP4-GFP MLPCN, CIT2 TOR yeast, GRK2 inh, VLA-4 inh, GASC-1 inh, RPL19A TOR yeast, AGP1 TOR yeast, MEP2 TOR yeast
O=C(O)Cc1ccc2ccc3ccccc3c2c1
 : 158*, 95, 0, 3, -5, 76, 112, 101
